aSyn 5UTR inh – MLPCN primary screen, SNCA 5' untranslated region. alpha-synuclein 5'UTR reporter, inhibitor activity. inhibition, % (tested at 7.5 µM). 300,000 tested, 0.82% active. AID 1813; in the data active means inhibition above about 60%; inconclusive means no clear call, values can overlap the other calls;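 further: H4 neuroglioblastoma cells stably carrying SNCA 5'UTR luciferase fusion; 0% = DMSO wells and 100% = positive control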
IEC-6 cytotox – kills IEC-6 intestinal cells in KLF5 counter-screen | IEC-6 cytotoxicity, luminescence viability | inhibition, % at 5 µM | 290,000 tested, 0.78% active; in the data active means inhibition above about 22%;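 further: 0% = plate median of test compound wells and 100% = cytotoxic reference compound wells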
KLF5 inhibitor – kruppel-like factor 5 inhibition; DLD-1 KLF5 promoter-luciferase reporter, luminescence; inhibition, % at 5 µM; 290,000 tested, 0.23% active; AID 1700;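 active means inhibition above a per-plate limit of that plate's mean compound inhibition plus 3 SD, cut at about 60% in these data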;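 further: 0% = DMSO wells and 100% = LY294002 at 200 µM; higher means less KLF5 promoter-driven luciferase light; inactives centre near -14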
GSK3A inh – inhibitors of human GSK-3 alpha kinase | AID 2650 | ADP-Glo luminescence, 60 min | 320,000 tested, 0.1% active | P49840 | inhibition, % at 10 µM;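 in the data active means inhibition above about 50%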;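 further: GST-tagged GSK-3 alpha with peptide substrate and 25 µM ATP; 0% = DMSO neutral wells and 100% = GW8510 positive control wells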
Target sequence (P49840 whole entry, looked up): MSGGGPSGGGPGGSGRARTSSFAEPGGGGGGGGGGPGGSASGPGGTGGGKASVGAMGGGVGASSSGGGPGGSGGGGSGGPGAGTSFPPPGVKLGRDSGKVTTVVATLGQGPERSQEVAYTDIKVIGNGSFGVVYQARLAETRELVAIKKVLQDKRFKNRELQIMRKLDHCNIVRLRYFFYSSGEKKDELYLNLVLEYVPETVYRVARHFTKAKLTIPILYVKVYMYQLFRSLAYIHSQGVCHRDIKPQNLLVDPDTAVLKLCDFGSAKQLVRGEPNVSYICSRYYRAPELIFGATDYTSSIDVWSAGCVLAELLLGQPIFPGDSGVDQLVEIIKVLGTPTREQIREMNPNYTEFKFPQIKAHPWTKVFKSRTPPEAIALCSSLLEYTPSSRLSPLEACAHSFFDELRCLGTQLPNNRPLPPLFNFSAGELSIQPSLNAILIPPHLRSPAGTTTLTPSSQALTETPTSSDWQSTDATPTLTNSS
AI-2 QS mod – modulates the Vibrio harveyi AI-2 quorum sensing system; activity change, % at 7.5 µM; 300,000 tested, 0.4% active; Vibrio harveyi JMH597 AI-2 luminescence/OD600 ratio, 9 h; active compounds read low; strain lacks LuxN and CqsS sensors; 0 = neutral-control median; in the data active means activity change below about -75%, passing the limit was not always enough; inconclusive means no clear call, values can overlap the other calls;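 further: luminescence divided by OD600 gain over 9 h not by final OD600 alone; inactives centre near 13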
HSP90 inh – HSP90 refolding inhibition in rabbit reticulocyte lysate | luciferase refolding luminescence, 3 h | inhibition, % at 5.6 µM | 290,000 tested, 0.91% active;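 active means inhibition above the screen-wide mean plus 3 SD, computed separately per campaign, cut at about 16% in these data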;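 further: 0% = DMSO wells and 100% = 60 µM geldanamycin wells; inhibitors lower the luminescence because luciferase stays unfolded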
PolyA inh – blocks polyadenylation in yeast reporter cells. S. cerevisiae SKY197-pL101 polyadenylation reporter, beta-gal luminescence; efflux-impaired pdr1/pdr3 knockout yeast; score 100 = 6 SD above DMSO. calls only at 12 µM. 300,000 tested, 0.02% active;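 active means lowest replicate activity score at least 50, where 100 means six control SD above control mean; inconclusive means lowest score under 50 but half or more replicates reach 50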;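 further: yeast exposed to compound for 9 h at 30 °C; higher score means more reporter readthrough which indicates perturbed polyadenylation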
GSK3beta inhib – blocks human GSK3beta kinase activity; P49841; GST-GSK3beta kinase, ADP-Glo luminescence, 60 min; active compounds read low; activity score (negative = inhibition), % at 10 µM; 300,000 tested, 0.038% active;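 active means more than half of replicate wells score below -50%, meaning over 50% inhibition versus plate controls; inconclusive means some replicates but at most half score below -50%; inactive means no replicate scores below -50%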;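 further: 0% = median DMSO wells and -100% = median GW8510 positive control wells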
Target sequence (P49841 whole entry, looked up): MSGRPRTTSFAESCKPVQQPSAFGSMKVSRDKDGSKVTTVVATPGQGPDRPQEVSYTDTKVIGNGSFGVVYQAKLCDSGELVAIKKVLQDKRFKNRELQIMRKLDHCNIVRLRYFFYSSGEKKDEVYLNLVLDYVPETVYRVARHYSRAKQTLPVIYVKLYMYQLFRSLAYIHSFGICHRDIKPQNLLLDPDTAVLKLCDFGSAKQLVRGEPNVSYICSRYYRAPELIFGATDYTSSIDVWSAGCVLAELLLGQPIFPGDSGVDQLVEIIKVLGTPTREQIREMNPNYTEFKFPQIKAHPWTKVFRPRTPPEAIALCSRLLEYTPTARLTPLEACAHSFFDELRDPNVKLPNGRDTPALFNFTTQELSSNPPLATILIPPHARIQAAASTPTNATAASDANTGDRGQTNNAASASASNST
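Assay system: GST-fused GSK3beta enzyme, cell-free / Medium: Tris pH 7.5 buffer with MgCl2, DTT, BSA, heparin / Also added: peptide substrate plus 25 µM ATP (final) / Compound: 10 µM single point / Timing: kinase reaction with compound 60 min at room temperature / Detection: ADP-Glo luminescence / Benchmarks: DMSO neutral wells and GW8510 at 20 µM as positive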
HSF1 inh – HSF1 inhibition; NIH3T3-HGL HSE-luciferase, MG132-induced, luminescence 8 h; active compounds read low; activity change, negative = inhibition, % at 7.5 µM (by protocol); 300,000 tested, 0.77% active;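 active means more than half of replicate wells show activity change below -50%, luminescence cut by over half; inconclusive means some wells, but at most half, below -50%; inactive means no replicate well below -50%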;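 further: luciferase reports HSF-1 transcriptional activity via heat shock element; 0% = median of DMSO wells and -100% = zero luminescence signal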
HSF1 activator – increases HSF-1 driven luciferase reporter signal. NIH3T3-HGL HSF-1 luciferase reporter, MG132, 8 h; 100% = twice DMSO control signal. activation, % at 9 µM. 300,000 tested, 1.7% active. AID 504408;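 active means mean replicate activation of at least 50% with a set share of replicates each reaching 50%; inconclusive means only one of those two conditions met; inactive means mean below 50% and too few replicates reaching it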;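 further: 0% = median of the neutral control wells and 100% = twice that signal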
The depositor's hits bear a star; i = inactive; ? = inconclusive; nt = no result given. A portion of the library; count on the stated rates, not on these rows.

SMILES	aSyn 5UTR inh	IEC-6 cytotox	KLF5 inhibitor	GSK3A inh	AI-2 QS mod	HSP90 inh	PolyA inh	GSK3beta inhib	HSF1 inh	HSF1 activator
COc1ccc(/C=C2\Sc3ccc(C(=O)N4CCCC4)cc3N(C)C2=O)cc1OC	15	11	-2	2	-3	3	i	-1	-8	4
COc1ccc(NCc2cccnc2)cc1	-28	-4	-33	3	9	1	i	1	-15	-18
Cc1nc(SCC(N)=O)[nH]c(=O)c1CCC(C)C	-18	-1	-24	-6	10	-3	i	2	2	-7
O=C(c1cccs1)N1CCN(c2ccc([N+](=O)[O-])cc2F)CC1	2	4	-1	2	16	0	i	-1	-3	9
N#CC(C#SN)=C1CCCCC1	5	-4	-55	-2	6	2	i	5	8	5
COc1cccc(NC(=O)N(CCCN2CCOCC2)C(C)c2cc3ccccc3o2)c1 (stereo unspecified)	9	4	-13	-2	14	0	i	2	10	22
COc1ccc(CCN2CC(C(=O)NCCN3CCNC3=O)CCC2=O)cc1 (stereo unspecified)	11	-3	-7	-2	-2	9	i	15	12	-18
CCOc1ccc(S(=O)(=O)NCCC(=O)N(CC)CC(=O)Nc2c(F)cccc2F)cc1	0	nt	nt	0	20	nt	i	0	2	7
CC(=O)C1(C)OC(N)=C(C#N)C(c2ccccc2)C1(C#N)C#N (stereo unspecified)	14	0	-2	9	19	0	i	0	1	1
O=c1[nH]nc(SCc2nnc(-c3cccc(Cl)c3)o2)n1C1CCCCC1	-20	-2	-9	13	-4	2	i	-7	2	31
COc1ccc(CNC(=O)CSc2ncnc3nc[nH]c23)cc1	-4	4	-57	1	13	0	i	0	-5	2
CC1(C)Cc2c(c(-c3ccccc3Cl)[nH]c(=O)c2C#N)CO1	30	5	-11	-4	22	1	i	2	2	9
O=c1cc(Cl)[nH]c(=O)n1CCNc1ncc(C(F)(F)F)cc1Cl	-106	2	-72	3	5	-1	i	0	13	41
CCCCCNC(=O)CSC1=N/C(=C\c2ccc(Cl)c(Cl)c2)C(=O)N1CC	3	-1	-40	1	12	1	i	2	-5	19
O=C(C1CCC(Cn2c(=S)[nH]c3ccccc3c2=O)CC1)N1CCN(c2ccccc2)CC1 (stereo unspecified)	26	-1	-3	-2	23	3	i	-3	-2	12
O=C(CN1CCC(C(=O)c2ccc3c(c2)OCCO3)CC1)NC1CCCC1	22	10	-26	-1	10	3	i	2	-5	6
CC1C(=O)N2CCCc3cc(S(=O)(=O)NCCc4ccccc4)cc1c32 (stereo unspecified)	-17	-1	-38	2	8	3	i	-2	-1	12
CN1CCN(C(=O)/C=C/c2ccc(C#N)cc2)CC1	-4	6	-9	-1	0	4	i	1	2	-4
O=C1CN(C(=O)COC(=O)c2cccc(S(=O)(=O)NCc3ccccc3)c2)c2ccccc2N1	-19	-2	-21	3	13	-8	i	1	-10	0
COc1ccc(CN(C)C(=O)c2[nH]c(C)c(C(C)=O)c2C)c(OC)c1OC	2	-3	-15	-3	-5	2	i	1	-12	-15

Just IEC-6 cytotox, AI-2 QS mod and aSyn 5UTR inh (3 entries from above):
molecule | IEC-6 cytotox | AI-2 QS mod | aSyn 5UTR inh
CCCCCNC(=O)CSC1=N/C(=C\c2ccc(Cl)c(Cl)c2)C(=O)N1CC | -1 | 12 | 3
COc1cccc(NC(=O)N(CCCN2CCOCC2)C(C)c2cc3ccccc3o2)c1 (stereo unspecified) | 4 | 14 | 9
N#CC(C#SN)=C1CCCCC1 | -4 | 6 | 5

More entries.
SMILES	aSyn 5UTR inh	IEC-6 cytotox	KLF5 inhibitor	GSK3A inh	AI-2 QS mod	HSP90 inh	PolyA inh	GSK3beta inhib	HSF1 inh	HSF1 activator
O=C(NCc1ccccc1)/C(=C/c1ccc(OC(F)F)cc1)c1ccccc1	-1	-11	-3	-1	10	1	i	0	1	27
CC(NC(=O)Cc1cccs1)c1ccccc1 (stereo unspecified)	10	-1	-15	1	14	2	i	0	8	-3
Cc1cccc2c1CC(C)(C)NC2=C(C#N)C#N	36	-7	4	3	7	-3	i	1	-5	5
Cc1cc(C)nc(-n2nc(C)cc2NC(=O)COC(=O)CCC(=O)c2cccs2)n1	-2	4	-6	0	21	4	i	0	8	-6
CCOc1ccc(/C=N/OC(C)C(=O)NCc2ccc3c(c2)OCO3)cc1 (stereo unspecified)	-17	-3	-18	-1	4	4	i	1	-2	15
CCCNC(=S)N1CCC(C(=O)c2ccc3c(c2)OCCO3)CC1	-14	-4	-35	2	4	1	i	3	7	-2
O=C(O)CCCCCn1c(SCC(=O)c2ccc(O)c(O)c2)nc2ccsc2c1=O	1	2	-3	-1	14	2	i	3	3	2
C/C(N)=C(/C#N)C(=O)CSc1nc2cc(Cl)ccc2c(=O)n1-c1ccc(C)cc1	-15	6	-10	2	12	2	i	2	-1	-16
N/C(=N\OC(=O)N1CCOCC1)c1ccc(Cl)cc1	-29	5	-10	4	27	3	i	-2	-7	-7
CN1CCc2nc(SCC(=O)Nc3ccc(Cl)cc3)c(C#N)cc2C1	-65	-2	-10	2	8	-2	i	0	10	28
CC(C)(C)c1ccc(S(=O)(=O)N2CCN(CCC#N)CC2)cc1	-14	1	21	-3	18	-5	i	0	-6	-9
CC(OC(=O)c1ccc(S(=O)(=O)N(C)c2ccccc2)cc1)C(=O)NCCC1=CCCCC1 (stereo unspecified)	-18	-4	-17	1	7	-3	i	0	4	21
O=C(O)c1ccc(Nc2nc3ccccc3nc2NS(=O)(=O)c2cccs2)cc1	-16	-7	-11	-2	43	-5	i	0	-7	-9
CCOc1ccc(C(C)=O)cc1N1C(=O)C2C3C=CC(O3)C2C1=O (stereo unspecified)	0	22*	-21	7	19	6	i	-4	24	31
Cc1oc2ccc(OCc3ccc(F)cc3)cc2c1C(=O)O	18	0	-22	-2	37	1	i	0	0	-9
COC(=O)C1=C(C)N(C(C)C)C(=O)C1(NC(C)=O)C(F)(F)F (stereo unspecified)	17	4	-35	-2	13	2	i	-1	-5	-10
CC(=O)Nc1c(Cl)n(C(C)=O)c2ccccc12	22	1	-8	0	29	3	i	-18	0	-16
CC1(C)CC(=O)c2cc(OCC(=O)N3CCN(c4ccccc4F)CC3)ccc2O1	20	-6	-6	-3	51	-5	i	15	?	-61
O=C(/C=C/c1ccc([N+](=O)[O-])cc1)NC1CC2CCC1C2 (stereo unspecified)	-11	-6	-16	0	29	4	i	1	19	18
Cc1ccc(NC(=S)NCc2ccccc2)cc1S(=O)(=O)N1CCCCC1	-8	-12	-24	0	-40	-3	i	-1	3	10
COC(=O)CSc1nnc(-c2ccncc2)n1N	8	-2	-40	-3	11	-1	i	-7	-12	-6
C=C(C)C1CC=C(C)/C(=N/NC(=O)c2ccc(NC(=O)CCC)cc2)C1 (stereo unspecified)	15	-9	-48	-4	7	-6	i	-7	-1	-21
COc1cc(NS(=O)(=O)c2ccc(NC(=S)NC(=O)COc3ccccc3OC)cc2)nc(OC)n1	11	5	-22	-4	78	1	i	6	1	11
CCc1ccc(S(=O)(=O)c2nnn3c2nc(N2CCOCC2)c2ccccc23)cc1	17	-3	-14	-1	18	2	i	3	-6	0
CCn1c(C(=O)OC)cc2c1ccn2-c1ccc(F)cc1	-157	4	-22	1	11	-3	i	-1	40	52*
CCN(CC)CCNC(=O)c1ccc(NC(=O)c2ccc(C(=O)c3ccccc3)cc2)cc1	-24	nt	nt	4	-4	nt	i	1	-4	0
CCOC(=O)C1(CCOc2ccccc2)CCN(Cc2cccc(OC)c2O)CC1	-49	-8	-13	-2	14	2	i	0	-5	7
O=C1CC(=O)C(n2cncn2)C(c2c(F)cccc2Cl)C1 (stereo unspecified)	-3	0	-2	nt	25	2	i	-3	4	7
O=C(N/N=C/c1ccncc1)c1ccc(-n2cccc2)cc1	-3	2	12	-1	7	0	i	2	-7	0
FC(F)(F)c1ccc(C2[C@H]3CN(CC4CCCCC4)[C@H](c4ccccc4)C34CC2(c2cccnc2)C4)cc1 (stereo partly specified)	2	nt	nt	0	28	nt	i	1	11	5
CCCCNC(=O)c1ccc(CS(=O)(=O)c2ccc(OC)cc2)o1	-11	-7	2	-3	17	-4	i	1	-1	1
COc1ccc(-c2nc(SC(C)C(=O)Nc3ccc(NC(C)=O)cc3)n[nH]2)cc1 (stereo unspecified)	-1	nt	nt	-1	14	nt	i	2	3	4
COc1ccc(CNc2ncc(-c3ccc(Br)cc3)n2C)cc1OC	1	2	-50	nt	13	5	i	-3	0	20
COc1ccc(/C=N\NC(=O)c2sccc2C)cc1Cn1nc(C)cc1C	-30	46*	-17	0	19	3	i	-1	49	41
O=C(NC1CCCCC1)NC1C2CC3CC(C2)CC1C3 (stereo unspecified)	-18	-1	-22	-2	4	0	i	-2	-5	-7
COc1cccc(CCNC(=O)c2cccc(NC(=O)C3=C(C)OCCS3)c2)c1	-3	4	-30	-1	20	-4	i	0	-3	8
CN(C)CCCOc1ccc(C(C)(C)c2ccccc2)cc1	-17	5	-17	-1	18	7	i	-4	-4	-6
O=C1N/C(=N\N=C\c2cccs2)SC1Cc1cccc(Cl)c1 (stereo unspecified)	-7	-2	-5	-1	2	3	i	-2	6	17
CCOc1c(Cl)cc(/C=C/C(=O)N(CC)CC(=O)Nc2ccc(NC(C)=O)cc2)cc1OC	16	nt	nt	-4	5	nt	i	4	1	-5
CC(Oc1ccc(Br)cc1Br)C(=O)Nc1cccnc1Cl (stereo unspecified)	nt	3	-24	nt	25	-1	nt	0	nt	nt
CC(C)NC(=O)C1CCN(C(=O)N(C)C)CC1	28	4	-17	-3	24	-2	i	2	0	-2
C[C@@H]1CC=C[C@H]2[C@H]1C(=O)N(Cc1ccccc1)[C@H]2c1ccc2ccccc2c1Br	-6	nt	nt	nt	-16	nt	i	1	10	6
CC(=O)Nc1ccc(C(F)(F)F)cc1Cl	2	0	-7	-6	16	4	i	4	-2	7
Cc1ccc(CNC(=O)CSc2nc3n[nH]c(C)c3c(=N)n2-c2cccc(C)c2)cc1	4	1	6	6	21	0	i	6	15	24
O=C(COC(=O)c1n[nH]c2ccccc12)Nc1ccccc1	-51	4	-49	-1	-66	4	i	2	1	22
CCOc1cc(CNCCSc2nnnn2C)cc(Br)c1OCc1ccc(F)cc1	0	3	1	-1	16	0	i	-2	20	26
COc1ccc2ccccc2c1/C=N\NC(=O)c1cccnc1	15	nt	nt	-2	19	nt	i	2	-4	-5
CC(C)(C)C(=O)NC1CCN(S(=O)(=O)c2ccc(C(F)(F)F)cc2)CC1	11	-2	-42	-7	18	-1	i	1	2	11
O=C(O)/C=C/c1ccc(S(=O)(=O)N(CCO)CCO)cc1	6	1	-11	5	8	4	i	-3	-4	-24
